Fam108B inh – counter-screen for RBBP9 inhibitors: inhibitors of mouse Fam108B. recombinant Fam108B, FP-Rh probe fluorescence polarization. inhibition, % at 9.51 µM. hit rate 0.33% among 300,000;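 active = inhibition above the screen mean inhibition plus 3 SD, computed separately per campaign, cut at about 18% in these data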;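 also: inhibitors lower polarization as less probe binds the enzyme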
TPT1 inhibitor – blocks Candida albicans tRNA 2'-phosphotransferase; recombinant caTPT1, FP RNA substrate dephosphorylation; inhibition, % at 5 µM; hit rate 0.81% among 300,000; AID 1962;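 active = inhibition above the mean of all tested compounds plus 3 SD, set per screening campaign, cut at about 24% in these data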;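 also: plate controls were DMSO alone for no effect and ferristatin control at 100 nM for full effect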
Bcl-xL primary – Bcl-xL (human) inhibition; AID 2129; hit rate 0.7% among 320,000; GST-Bcl-xL / FITC-Bim BH3 peptide fluorescence polarization; inhibition, % at 10.9 µM; Q07817;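 active = inhibition above the mean of all tested compounds plus 3 SD, cutoff set per campaign, cut at about 30% in these data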;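 also: 0% = DMSO wells and 100% = unlabeled Bim-BH3 peptide competitor; inhibitors lower millipolarization by displacing the labeled peptide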
GSTO1 counter – blocks human GSTO1 in RBBP9 counter-screen. P78417. recombinant GSTO1, activity-based probe fluorescence polarization. inhibition, % at 5.96 µM. hit rate 1.1% among 300,000;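 active = inhibition above the campaign mean inhibition plus 3 SD, cut at about 35% in these data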;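 also: 0% = GSTO1-1 with DMSO and 100% = wells lacking GSTO1-1 enzyme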
Target sequence (P78417 whole entry, looked up): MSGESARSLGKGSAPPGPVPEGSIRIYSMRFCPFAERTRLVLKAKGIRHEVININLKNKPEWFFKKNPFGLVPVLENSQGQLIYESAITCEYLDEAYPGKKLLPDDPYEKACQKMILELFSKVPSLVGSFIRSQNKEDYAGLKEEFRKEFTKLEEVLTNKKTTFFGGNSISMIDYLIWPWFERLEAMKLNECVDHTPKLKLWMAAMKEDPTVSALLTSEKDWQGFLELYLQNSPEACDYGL
PME-1 primary – PME-1 (human) inhibition. recombinant PME-1, FP-Rh probe fluorescence polarization. hit rate 0.53% among 320,000. AID 2130. inhibition, % at 5.9 µM. Q9Y570;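 active = inhibition above the campaign mean of all compounds plus 3 SD, cut at about 26% in these data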;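 also: competitive labeling of PME-1 active site by serine hydrolase directed probe; 0% = PME-1 with DMSO and 100% = wells lacking PME-1 enzyme; inhibitors block probe labeling so polarization falls and inhibition rises; many of its hits are not listed in these tables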
PAD4 FP inh – inhibitors of human PAD4; Q9UM07; recombinant PAD4, RCA probe fluorescence polarization; inhibition, % at 6.36 µM; hit rate 0.41% among 330,000; AID 485272;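 active = percent inhibition above a cutoff equal to the mean of all tested compounds plus 3 SD, cut at about 15% in these data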;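 also: 0% = PAD4 with RCA probe and DMSO and 100% = probe without PAD4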
MEX-5 binding – C. elegans MEX-5 TCR-2 RNA binding activity. Q9XUB2. MEX-5/FITC-TCR2 RNA binding, fluorescence polarization; active compounds read low. activity score (negative = inhibition of binding), % at 10 µM. hit rate 0.38% among 300,000. AID 1832;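 active = inhibition past about -25% in most replicates, and total fluorescence under double the plate's negative control median, limit read from the data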;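 also: 0% = DMSO and -100% = 5 µM competing unlabeled TCR2 RNA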
GLD-1 TGE inh – GLD-1-TGE RNA interaction inhibition (C. elegans). Q17339. purified GLD-1 + fluorescein TGE RNA, fluorescence polarization. hit rate 0.44% among 320,000. inhibition, % at 5.96 µM;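 active = percent inhibition above a per-plate cutoff, the plate mean of test compounds plus 3 SD, cut at about 30% in these data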;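 also: 0% = DMSO wells with GLD-1 and probe and 100% = wells lacking GLD-1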
Target sequence (Q17339 whole entry, looked up): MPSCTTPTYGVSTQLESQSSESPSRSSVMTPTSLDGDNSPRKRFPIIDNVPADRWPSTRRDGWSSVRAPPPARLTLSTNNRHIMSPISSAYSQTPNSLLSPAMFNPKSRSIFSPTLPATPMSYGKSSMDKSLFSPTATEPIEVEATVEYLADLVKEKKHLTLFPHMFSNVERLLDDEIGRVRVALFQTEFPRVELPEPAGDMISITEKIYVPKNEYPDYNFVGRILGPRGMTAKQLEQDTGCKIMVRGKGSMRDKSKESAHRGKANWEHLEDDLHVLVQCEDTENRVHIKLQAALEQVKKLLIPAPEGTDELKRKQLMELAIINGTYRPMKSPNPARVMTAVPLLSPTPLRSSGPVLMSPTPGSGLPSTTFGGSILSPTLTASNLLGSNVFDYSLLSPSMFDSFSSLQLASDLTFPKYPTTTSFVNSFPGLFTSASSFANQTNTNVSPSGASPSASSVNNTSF
MCL1-BIM inh – inhibitors of human MCL1 binding to BIM-BH3 peptide. Q07820. GST-MCL1 / FITC-Bim-BH3 fluorescence polarization. inhibition, % at 10.9 µM. hit rate 0.68% among 320,000;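 active = inhibition above the mean inhibition of all tested compounds plus 3 SD, set per campaign, cut at about 40% in these data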;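 also: 0% = DMSO wells and 100% = unlabeled Bim-BH3 peptide control; higher means more loss of mP so more displacement of Bim peptide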
Target sequence (Q07820 whole entry, looked up): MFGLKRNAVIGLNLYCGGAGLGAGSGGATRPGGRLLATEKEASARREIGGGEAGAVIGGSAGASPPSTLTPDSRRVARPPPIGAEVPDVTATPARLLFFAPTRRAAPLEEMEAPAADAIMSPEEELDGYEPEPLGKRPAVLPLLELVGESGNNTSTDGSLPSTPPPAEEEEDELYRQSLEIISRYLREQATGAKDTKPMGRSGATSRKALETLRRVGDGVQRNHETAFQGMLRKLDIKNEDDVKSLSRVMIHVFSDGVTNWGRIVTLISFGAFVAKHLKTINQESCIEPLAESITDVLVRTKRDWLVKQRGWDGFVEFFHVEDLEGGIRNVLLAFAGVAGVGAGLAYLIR
* marks the source's active call; other numbers are inactive results; · = not tested or not shown; & = joins results of further samples.

SMILES | Fam108B inh | TPT1 inhibitor | Bcl-xL primary | GSTO1 counter | PME-1 primary | PAD4 FP inh | MEX-5 binding | GLD-1 TGE inh | MCL1-BIM inh
COc1ccc(N2C(=O)C3C(C2=O)C2C=CC3C23CC3)c([N+](=O)[O-])c1 (stereo not drawn) | 2 | -2 | 0 | 6 | 6 | 1 | 2.5 | 0 | -2
COc1ccc(OC(C)C(=O)NC2CCCCCC2)cc1 (stereo not drawn) | -1 | 1 | 3 | -1 | -5 | -2 | -1.4 | -1 | 2
O=[N+]([O-])c1cc(Cl)ccc1N1CCOCC1 | 4 | -1 | 0 | 1 | -1 | -4 | -1.1 | 0 | 2
COc1cc(OC)cc(-c2nc(=S)n3ccsc3n2)c1 | -5 | 0 | 1 | -4 | 2 | -2 | 2.2 | -1 | -2
Cc1ccc2oc(=O)c3cc(C(=O)NCCCN4CCc5ccccc5C4)sc3c2c1 | -7 | 2 | -1 | -3 | -4 | 1 | -1.0 | -4 | 6
CCOc1ccc(C2CC(=O)NC3=C2C(=O)CCC3)cc1Cl (stereo not drawn) | 1 | 0 | 5 | -8 | -8 | 1 | -0.3 | -1 | 6
Cc1ccc(S(=O)(=O)NCC2CCC(C(=O)NCCCN3CCCC3=O)CC2)cc1 (stereo not drawn) | -1 | -2 | 4 | 0 | 0 | 2 | -0.7 | 1 | 6
CSCCC(NC(=O)c1ccc(Cl)cc1Cl)C(=O)N1CC(C)OC(C)C1 (stereo not drawn) | · | · | 4 | · | 3 | 2 | · | 4 | 2
CCOC(=O)C1CCCN(C(=O)c2cccc(S(=O)(=O)N3CCCC3)c2)C1 (stereo not drawn) | · | · | 0 | · | -5 | 3 | · | 7 | -7
COc1ccc(N2CCN(S(=O)(=O)c3cccc(C(F)(F)F)c3)CC2)cc1 | 4 | -2 | 5 | -2 | 4 | 0 | -1.3 | 8 | 3
COc1cccc2cc(C(N)=O)oc12 | 3 | -1 | -7 | -7 | 3 | 1 | 3.3 | 0 | -3
Cc1cc(N)c2cc(NC(=O)/C=C/c3ccccc3Cl)ccc2n1 | -4 | -2 | 1 | -27 | -18 | -10 | 1.9 | 0 | -4
CC(=O)Nc1ccccc1OCc1cnc(Cl)s1 | -3 | -1 | 4 | 7 | -4 | -2 | -0.3 | -5 | 7
CCOc1ccc(C(=O)NC(C)CCc2ccccc2)cc1 (stereo not drawn) | -1 | -1 | 7 | -1 | 39* | -1 | 2.7 | 11 | 4
CCc1ccc(CNCCSc2nnnn2C)cc1 | 3 | 2 | -5 | -6 | 0 | 2 | 1.2 | -1 | -2
O=C(NCCc1cccs1)C1CC(c2ccccc2F)=NO1 (stereo not drawn) | 2 | -2 | 4 | 4 | -14 | 5 | 1.0 | -9 | -3
O=C(CN1CCN(c2nc(-c3ccccc3)cs2)CC1)NCc1ccc2c(c1)OCO2 | 4 | 5 | -2 | 7 | 4 | -11 | -3.6 | 5 | -7
O=C(/C=C/c1ccc([N+](=O)[O-])cc1)N(c1ccccn1)C1CCCCC1 | 3 | 8 | 2 | 16 | 6 | -7 | 0.6 | -10 | -7
C[C@H](C(=O)CC(=O)OC(C)(C)C)[C@H](O)c1ccccc1 | 4 | -4 | 6 | 11 | 1 | 0 | 0.0 | 1 | 3
COc1cc2c(cc1OC)C(c1ccc(O)cc1)NCC2 (stereo not drawn) | -2 | -3 | 4 | -2 | 2 | 1 | 1.9 | 1 | 10
Cc1cccc(N(CC(=O)NC(C)(C)C)C(=O)CNC(=O)c2cccs2)c1 | -1 | 0 | -2 | -12 | -1 | -5 | 0.5 | -1 | 1
CCOc1ccc(C(=O)CCC(=O)Nc2ncccc2O)cc1 | -2 | 16 | 6 | -10 | -2 | -6 | -1.1 | 8 | 10
Cc1ccc(NC(=O)Nc2nc(-c3ccc(C)s3)cs2)cc1 | 2 | 0 | 3 | -12 | 25 | -2 | -4.3 | -3 | 11
COCCNC(=O)C(c1ccccc1F)N(C(=O)C(=O)NC1CCCC1)C1CCCCC1 (stereo not drawn) | 4 | 1 | 1 | 7 | -2 | 3 | 0.6 | 2 | -3
COCCCNC(=O)CCCn1c(=O)[nH]c2ccccc2c1=O | 1 | -2 | 4 | 6 | 2 | -5 | -0.2 | 3 | -4
COC(=O)c1ccc2c(=O)n(CC3CCCO3)c(SCC(=O)Nc3ccccc3Cl)nc2c1 (stereo not drawn) | 1 | 3 | -2 | -3 | 2 | -2 | 0.1 | -3 | -4
CC1CCc2sc(C(=O)NNC(=S)NC3CC3)cc2C1 (stereo not drawn) | -2 | -2 | 0 | -3 | -2 | 2 | -2.8 | 3 | 2
Cc1cc(C)n2nc(C(=O)OCC(=O)c3ccc(F)cc3)nc2n1 | 0 | 5 | 1 | -3 | -3 | -6 | -4.0 | 0 | -9
O=C(CCCCC(=O)NNC(=O)COc1ccccc1)NNC(=O)COc1ccccc1 | 2 | -6 | 6 | 4 | 2 | 1 | -1.4 | -1 | 11
CCc1ccc(-c2cc(C(=O)N3N=C(C(F)F)CC3(O)C(F)F)c3ccccc3n2)cc1 (stereo not drawn) | -23 | -1 | 2 | 1 | -29 | -1 | 1.2 | 11 | 2

By substructure: those above containing a tert-butyl group.
SMILES | Fam108B inh | TPT1 inhibitor | Bcl-xL primary | GSTO1 counter | PME-1 primary | PAD4 FP inh | MEX-5 binding | GLD-1 TGE inh | MCL1-BIM inh
C[C@H](C(=O)CC(=O)OC(C)(C)C)[C@H](O)c1ccccc1 | 4 | -4 | 6 | 11 | 1 | 0 | 0.0 | 1 | 3
Cc1cccc(N(CC(=O)NC(C)(C)C)C(=O)CNC(=O)c2cccs2)c1 | -1 | 0 | -2 | -12 | -1 | -5 | 0.5 | -1 | 1

Next part:
SMILES | Fam108B inh | TPT1 inhibitor | Bcl-xL primary | GSTO1 counter | PME-1 primary | PAD4 FP inh | MEX-5 binding | GLD-1 TGE inh | MCL1-BIM inh
CN(CCOc1ccc(CC2SC(=O)NC2=O)cc1)c1ccccn1 (stereo not drawn) | 2&6 | -1&1 | -1&0 | 7&6 | 5&-6 | 6&-6 | 0.6&-0.7 | 1&2 | 3&3
COc1ccc(S(=O)(=O)n2nc(-c3ccc(Cl)cc3)cc2N)cc1OC | -3 | -1 | -3 | 4 | 0 | 1 | -1.9 | 9 | -1
NC(=O)c1ccccc1N(Cc1ccccc1)S(=O)(=O)c1ccccc1 | 5 | 2 | 5 | -2 | -4 | -1 | -0.1 | -7 | 8
Cc1cccc[n+]1CC(=O)Nc1ccc([N+](=O)[O-])cc1Cl | 2 | -2 | 3 | 1 | -1 | -2 | 1.0 | -1 | -1
NS(=O)(=O)c1cc(C(=O)Nc2ccc3c(c2)OCCCO3)ccc1Cl | -5 | 0 | 2 | 0 | -10 | -7 | 2.1 | 4 | -6
COc1ccc(NC(=O)CS(=O)(=O)c2ccc(F)cc2)cc1 | 1 | 0 | 3 | 1 | 5 | 1 | 2.0 | -4 | 7
O=C(NCc1ccncc1)C(=O)NCC1OCCN1S(=O)(=O)c1ccc(F)cc1 (stereo not drawn) | -2 | -2 | 7 | 3 | 3 | 1 | -0.6 | 1 | -7
COc1ccc(-c2nnn(CC(=O)NCCc3c[nH]c4ccccc34)n2)cc1OC | 0 | 0 | 1 | -7 | -2 | 4 | 3.2 | 2 | 0
O=C(NCc1ccc(F)cc1)C(c1ccncc1)N(C(=O)c1csnn1)C1CC1 (stereo not drawn) | 0 | -1 | 2 | 0 | 3 | -3 | 2.6 | -4 | 7
O=C(CCC(=O)N1CCOc2ccccc21)NCCCN1CCN(Cc2ccccc2)CC1 | 1 | -5 | 0 | -6 | 1 | -3 | 2.5 | 1 | 1
Cc1cccc(C(=O)NCCN(C)C)c1 | -2 | -4 | 0 | -3 | 2 | 0 | 2.8 | 4 | -5
O=C(O)C(CCCCNS(=O)(=O)c1ccc(F)cc1)NS(=O)(=O)c1ccc(F)cc1 (stereo not drawn) | -2&0 | 1&-3 | 6&0 | -3&4 | 2&-4 | -9&1 | -0.1&0.9 | 1&9 | 2&-4
COc1ccc(-n2c(C)ccc2C)c([N+](=O)[O-])c1 | 1 | 5 | -4 | 7 | 2 | -1 | · | 0 | 2
Cc1ccc(CNC(=O)C2c3ccccc3C(=O)N3CCc4ccccc4C23)o1 (stereo not drawn) | -1 | 0 | 3 | -3 | -1 | -6 | -2.5 | -2 | 1
CCOC(=O)c1oc2c(CN3CCCCC3C)c(O)ccc2c(=O)c1-c1ccc(OC)c(OC)c1 (stereo not drawn) | 0 | -2 | -3 | -2 | -2 | 0 | 0.0 | 6 | -3
O=C(COc1ncnc2ccc(Br)cc12)Nc1ccc(N2CCOCC2)cc1 | 5 | 0 | 0 | -1 | -3 | 0 | 0.1 | 4 | -8
Cc1nc(Cl)c2c(n1)NC(=O)CO2 | 0 | 1 | 0 | 1 | -4 | 0 | 0.5 | 7 | -2
O=S(=O)(NC(=NC1CCCCC1)c1ccccc1)c1ccccc1 | 1 | -1 | 1 | 1 | 2 | -1 | -1.8 | 0 | 1
CCN1CCN(Cc2ccc(NC(=O)c3cc(NC(=O)C(=O)c4c[nH]c5ccccc45)cc(OC)c3)cc2C(F)(F)F)CC1 | -69 | 1 | 0 | -32 | -80 | -3 | -1.3 | 2 | -7
C=C(C)c1nc(N)nc(N)n1 | 0 | -4 | 4 | -3 | -1 | -4 | 1.0 | 4 | 0
Cc1cc(C)c(S(=O)(=O)N2CCCC(C(=O)N3CCCC3)C2)c(C)c1 (stereo not drawn) | 4 | 0 | -1 | -6 | 1 | -7 | 1.0 | -3 | -4
C=C(C)c1cccc(C(C)(C)NC(=O)N2CCC(C)CC2)c1 | 6 | -1 | 1 | 0 | -2 | 6 | -0.2 | 2 | 5
CCOC(=O)N1CCN(C(=O)c2ccc3c(c2)NC(=O)C(N2CCOCC2)S3)CC1 (stereo not drawn) | 6 | -2 | 2 | -1 | 1 | -1 | · | -4 | -2
COC(=O)c1sc(S(=O)(=O)Nc2ccc(C)c(C)c2)c(C(=O)OC)c1C | -1 | 3 | 2 | 6 | 0 | 3 | 1.3 | -2 | -7
COc1cc(OC)cc(C(=O)Nc2nc(CC(=O)NCCc3ccccc3)cs2)c1 | -6 | -1 | 3 | -6 | -2 | 1 | 0.2 | 0 | 4
CC1(OC(=O)CCc2ccccc2)C(=O)C=C2C=C(c3ccc(C#N)cc3)N(CCc3c[nH]c4ccccc34)C=C2C1=O (stereo not drawn) | 2 | 3 | 9 | 23 | 11 | -13 | -0.7 | 9 | 9
CSc1nnc(NC(=O)c2ccco2)s1 | -4 | 3 | -2 | 2 | -2 | -3 | -1.9 | 7 | -10
COc1ccc(CC(=O)Oc2cc(C)[nH]c(=O)c2[N+](=O)[O-])cc1 | 1 | -4 | 3 | -5 | -4 | -1 | · | -3 | 6
COc1ccc(NC(=O)C2CCCN2c2nn3c(=O)cc(C)nc3s2)cc1 (stereo not drawn) | 0 | -3 | 6 | 6 | -4 | 0 | 0.7 | -2 | 12
O=C(COC(=O)c1cc([N+](=O)[O-])ccc1NCCO)NCc1cccs1 | -1 | -2 | 3 | 0 | 5 | 1 | -0.2 | 4 | 3
COc1ccc(S(=O)(=O)N2CCN(c3ccc(C)cc3C)CC2)cc1OC | 0 | -2 | 7 | -3 | 2 | -1 | 2.8 | 2 | 4
O=C(N/N=C/c1cccc([N+](=O)[O-])c1)c1ccc2c(c1)OCCO2 | 2 | -1 | 2 | -1 | 3 | 1 | 0.4 | 6 | 0
CCCCSc1nnc2nc(C)cc(C)n12 | 0 | 0 | 2 | 3 | -1 | 1 | -1.1 | 0 | -3

The list is partial, so the mix of outcomes need not match the whole.
